GLS inhibitor: qHTS for Inhibitors of Glutaminase (GLS); 410,000 compounds, 0.21% hits; Glutaminase kidney isoform, mitochondrial (Homo sapiens), O94925; GLS enzymatic activity, qHTS titration; Potency, µM (doses to about 45.5 µM), for inactives: at the top dose activity change, negative = inhibition, most hits filed as inhibitors; note: potency is the fitted concentration of half-maximal effect; % is set by controls: 0 for no effect and ±100 for the full control effect
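Two-point fluorescence kinetic (t0, 30 min RT) for hKGA; glutamate detected via glutamate oxidase–HRP–Amplex Red. Substrate: 1 mM L-glutamine solution; buffer 45 mM KH2PO4, pH 8.2.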
HP1b binding inh: HTS for Inhibitors of HP1-beta Chromodomain Interactions with Methylated Histone Tails; Chromobox protein homolog 1 (Homo sapiens), P83916; AlphaScreen HP1-beta / biotin-H3K9me3 peptide binding; Potency, µM (top dose mostly 114 µM), inactives show at the top dose activity change, negative = inhibition, actives largely listed as inhibitors; 390,000 compounds, 0.56% hits; AID 540317, 2011; note: potency is the fitted concentration of half-maximal effect; nearly all actives have a fitted effect of over 70% in size; inactives centre near 23
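Compound inhibition of the preformed complex between 50 nM HP1-beta and 50 nM biotinylated H3K9me3 peptide was read by AlphaScreen. Buffer was PBS pH 7.4 with 0.01% Tween-20. Incubations ran 30 min at room temperature, with 10 ug/mL donor/acceptor beads.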
Pin1 inh: qHTS Assay to Find Inhibitors of Pin1; AID 504891, 2011; Peptidyl-prolyl cis-trans isomerase NIMA-interacting 1 (Homo sapiens), Q13526; Pin1 FP peptide displacement, HiFluor488, 10 min; Potency, µM (titrated, usually from 115 µM), for the others: at the highest dose activity, negative = inhibition, actives largely listed as inhibitors; 390,000 compounds, 0.009% hits; active = well fitted inhibition curve with a large enough effect in the polarisation, with a control signal flat, not every such curve was filed as active; inconclusive = small, poorly fitted or top-dose-only effect, or effect the other way, or a change in a side signal; inactive = no such curve, though single readings can be large or run the other way; the % refers to the polarisation; note: potency is the fitted concentration of half-maximal effect; % is set by controls: 0 for no effect and ±100 for the full control effect
Target sequence (Q13526 whole entry, looked up): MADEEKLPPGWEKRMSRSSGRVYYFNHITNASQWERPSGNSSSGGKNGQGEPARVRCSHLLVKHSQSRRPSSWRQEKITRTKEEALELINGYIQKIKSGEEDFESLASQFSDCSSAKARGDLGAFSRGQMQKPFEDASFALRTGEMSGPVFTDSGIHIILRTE
JMJD2A Tudor inh: qHTS Assay for Inhibitors of JMJD2A-Tudor Domain. Lysine-specific demethylase 4A (Homo sapiens), O75164. 390,000 compounds, 4.4% hits. AlphaScreen JMJD2A-Tudor / H3K4me3 peptide binding. Potency, µM (top dose mostly 114 µM), for the others: at the highest dose activity change, negative = inhibition, most hits filed as inhibitors; note: potency is the fitted concentration of half-maximal effect; % is set by controls: 0 for no effect and ±100 for the full control effect; nearly all actives have a fitted effect of over 50% in size
BAZ2B block: qHTS Assay for Inhibitors of BAZ2B; AID 504333, 2011; 360,000 compounds, 4.4% hits; AlphaScreen BAZ2B-H3K14Ac peptide displacement; Potency, µM (doses to about 114 µM), inactives show at the highest dose activity change, negative = inhibition, actives largely listed as inhibitors; Bromodomain adjacent to zinc finger domain protein 2B (Homo sapiens), Q9UIF8; note: potency is the fitted concentration of half-maximal effect; % is set by controls: 0 for no effect and ±100 for the full control effect; nearly all actives have a fitted effect of over 60% in size
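AlphaScreen luminescence quantifies BAZ2B engagement of H3K14Ac peptide; the protein and biotinylated peptide are both at 50 nM final, buffer PBS pH 7.4 with 0.01% Tween-20, all steps at room temperature.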
G9a inh: qHTS Assay for Inhibitors of Histone Lysine Methyltransferase G9a | G9a H3K9 monomethylation, AlphaScreen, 2 h | 350,000 compounds, 8.8% hits | Potency, µM (series often up to 102 µM), for the others: at the highest dose activity, negative = inhibition, hits mostly inhibitors | Histone-lysine N-methyltransferase EHMT2 (Homo sapiens), Q96KQ7; note: potency is the fitted concentration of half-maximal effect; % is set by controls: 0 for no effect and ±100 for the full control effect; nearly all actives have a fitted effect of over 75% in size
Target sequence (Q96KQ7 913-1193 limits assumed): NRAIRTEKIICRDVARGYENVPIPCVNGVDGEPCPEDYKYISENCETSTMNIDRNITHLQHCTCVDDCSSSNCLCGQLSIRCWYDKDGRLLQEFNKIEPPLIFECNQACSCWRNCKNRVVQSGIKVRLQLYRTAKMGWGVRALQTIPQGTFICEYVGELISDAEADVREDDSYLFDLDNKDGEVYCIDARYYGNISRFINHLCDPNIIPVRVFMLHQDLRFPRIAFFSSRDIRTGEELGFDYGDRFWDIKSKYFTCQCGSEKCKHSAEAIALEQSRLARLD
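AlphaScreen read-out: biotin-H3K9 peptide (500 nM) methylation by 20 nM enzyme with 20 uM SAM, 2 h at room temperature after 15 min compound preincubation; anti-monomethyl H3K9 antibody plus donor/acceptor beads, 10 min dark.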
PGK inhibitor: qHTS Assay to Find Inhibitors of Phosphoglycerate Kinase; Potency, µM (titrated, usually from 57.5 µM), for inactives: at the top dose activity change, negative = inhibition, usual class: inhibitors; AID 602233, 2012; 380,000 compounds, 0.043% hits; PGK/GAPDH coupled, Kinase-Glo luminescence, 60 min; note: potency is the fitted concentration of half-maximal effect; % is set by controls: 0 for no effect and ±100 for the full control effect; nearly all actives have a fitted effect of over 60% in size
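Luminescent ATP detection (Kinase-Glo Plus) follows a 60-minute room-temperature incubation, with wells lacking PGK as controls. Buffer: 100 mM TEA (pH 7.6), 5 mM MgCl2, 0.01% Tween-20. Coupling enzyme GAPDH (100 nM final) supplies unstable 1,3-BPG in-well.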
PI4K2A inh: qHTS for small molecular inhibitors of PI4K2A; 420,000 compounds, 0.13% hits; activity change, negative = inhibition, % at 76.9 µM; Phosphatidylinositol 4-kinase type 2-alpha (Homo sapiens), Q9BTU6; purified PI4K2A, ADP-Glo luminescence, 1 h; active compounds read low; in the data active = activity change below about -50%; inconclusive = mostly about -30% to -49%;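 note: -100% = wells without enzyme as full effect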
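In this quantitative HTS, ADP production by PI4K2A was quantified luminescently after 1 h at ambient temperature; 100 microM adenosine served as plate-quality control.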
ERG Ets-DNA blk: qHTS for Small Molecule Inhibitors of the ERG Ets/DNA interaction; Transcriptional regulator ERG (Homo sapiens), P11308; fluorescence polarization, His-ERG Ets domain / labelled DNA; Potency, µM (series often up to 76.9 µM), for the others: at the highest dose FP activity, negative = inhibition, usual class: inhibitors; 370,000 compounds, 0.028% hits; active = well fitted inhibition curve with a large enough effect in the polarisation, with a control signal flat; inconclusive = small, poorly fitted or top-dose-only effect, or effect the other way, or a change in a side signal; inactive = no such curve, though single readings can be large or run the other way; the % refers to the polarisation;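 note: polarization taken with two DNA probes labelled with fluorescein and Texas red; potency is the fitted concentration of half-maximal effect; % of control where 0% means no effect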
Target sequence (P11308 whole entry, looked up, the tested form may be a part): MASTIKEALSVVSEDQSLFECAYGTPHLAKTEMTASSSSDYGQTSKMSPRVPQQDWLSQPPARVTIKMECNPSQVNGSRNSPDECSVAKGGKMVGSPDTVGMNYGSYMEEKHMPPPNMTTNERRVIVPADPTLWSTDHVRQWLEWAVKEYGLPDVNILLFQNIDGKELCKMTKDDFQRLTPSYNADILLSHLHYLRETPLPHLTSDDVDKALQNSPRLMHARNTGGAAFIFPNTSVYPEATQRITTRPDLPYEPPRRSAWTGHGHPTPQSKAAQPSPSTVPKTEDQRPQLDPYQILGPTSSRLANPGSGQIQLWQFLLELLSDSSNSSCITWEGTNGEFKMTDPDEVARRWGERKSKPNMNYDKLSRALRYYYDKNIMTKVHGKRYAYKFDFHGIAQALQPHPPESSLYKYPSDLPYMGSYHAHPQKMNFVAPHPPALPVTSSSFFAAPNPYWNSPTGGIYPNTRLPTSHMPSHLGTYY
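His-tagged ERG Ets domain (1 uM in the protein solution; 300mM KCl, 50mM Tris-HCl, 1mM EDTA, 1mM DTT, pH 7.5) received compound, then a probe mix of 5 nM fluorescein-DNA and 100nM Texas-615-DNA. Fluorescence polarization was read for both dyes.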
* hit, by the source's call; i = inactive; ? = inconclusive; . = not tested or not shown; & = joins results of further samples; [ ] = another dose, or the depositor's remark. Unless noted, calls come from the whole dose curve; as a rule, active = well fitted curve in the direction sought with a large enough effect; inconclusive = small, poorly fitted or top-dose-only effect, or another doubt; inactive = no such curve, though single readings can be large; an effect the other way counts as inactive or inconclusive.

SMILES	GLS inhibitor	HP1b binding inh	Pin1 inh	JMJD2A Tudor inh	BAZ2B block	G9a inh	PGK inhibitor	PI4K2A inh	ERG Ets-DNA blk
CC(C)(Oc1ccc(Cl)cc1)C(=O)N(Cc1ccccc1)c1ccccn1	4%	74%[activator]	0%	31%	9%	0%[59 µM]	5%	5	6%
Cc1cccc(-n2ncc3c(N4CCCCCC4)ncnc32)c1	-13%	119%[activator]	13%	35%	85%[activator]	20%[59 µM]	-10%	-13	-4%
CC(=O)Nc1cccc(NC(=O)CSc2ncc(-c3ccc(Cl)cc3)n2Cc2ccco2)c1	?	?	3%	?	13µM*	13µM*	i	3	5%
CCCc1ccc(S(=O)(=O)NCCc2ccncc2)cc1	6%	41%[activator]	-5%	5%	-7%	-12%[59 µM]	1%	1	3%
CCOc1ccccc1N1CSC2=C(C#N)C(c3c(OC)ccc4ccccc34)CC(=O)N2C1 (centres undefined)	-3%	?	17%	35µM*	50µM*	0.56µM*	4%	-16	10%
O=C(CSc1nnc(-c2ccco2)o1)NC(=O)C1COc2ccccc2O1 (centres undefined)	3%	10%	-2%	-18%	4%	?	-3%	7	1%
Cc1nnc(-c2ccccc2)nc1N1CCOCC1	0%	20%	-4%	-16%	-3%	-2%[59 µM]	-1%	-7	0%
N#Cc1ncc(C(F)(F)F)cc1Sc1ccc(N)cc1	-2%	29%	-12%	-12%	-1%	9%	-4%	-6	-5%
O=C(c1ccc(F)cc1)N1CCC(c2nc(-c3ccc(S(=O)(=O)N4CCCC4)cc3)no2)CC1	4%	27%	-8%	-8%	-6%	0%[59 µM]	-2%	-6	1%
COc1ccc(NS(=O)(=O)c2cccc(C(=O)N(C)CC(=O)Nc3ccc(C)cc3)c2)cc1	18%	2%	2%	-14%	11%	?	-8%	-7	-2%
O=C(c1cc2c(s1)CCC2)N1CCN(c2ccccc2)CC1	13%	-37%	?	20µM*	56µM*	?	-6%	-2	-2%
CCc1cccc(CC)c1-n1c(SCc2cc(=O)n3ccsc3n2)nnc1-c1cccnc1	10%	4%	0%	-21%	0%	45%[12.7 µM]	-6%	-1	4%
OCCCCNCc1ccc(OCc2ccc(Cl)cc2)cc1	0%	12%	-1%	-3%	-1%	18%[59 µM]	-10%	0	.
Cc1cc(C(=O)NCc2ccccc2)c2c(C)nn(-c3cccc(F)c3)c2n1	-11%	46%[activator]	-6%	6%	13%[57.1 µM]	-3%[59 µM]	10%	1	0%
CCN(CC(=O)NC(=O)NC1CCCCC1)Cc1nc2ccccc2c(=O)[nH]1	4%	15%	?	-16%	-5%	?	0%	6	1%
COc1cc(C(=O)n2nc(C)cc2C)cc(OC)c1OC	-1%	38%	0%	-2%	6%	-4%[59 µM]	2%	-2	-1%
O=C(c1ccc(F)cc1)N1CCC(n2nnc3ccccc32)CC1	0%	14%[57 µM]	2%	0%	126%[activator]	351%[activator]	i	-4	1%
Cc1ccc(S(=O)(=O)N2C(=O)CCC2C(=O)O/N=C(\N)c2cccc([N+](=O)[O-])c2)cc1 (centres undefined)	3%	5%	1%	-19%	-37%	8%	8%	0	-4%
COc1ccc(C)cc1NC(=O)C1CCCN(S(=O)(=O)c2cccc3cccnc23)C1 (centres undefined)	-6%	47%[activator]	0%	-10%	-35%	9%	-7%	-1	-7%
C=CCN(c1ccc(C(=O)NCCc2ccccc2)cc1)S(C)(=O)=O	5%	39%[activator]	0%	-15%	-6%	?	1%	2	-1%
CCn1c(CC(=O)Nc2ccc(F)cc2)nnc1SCC(=O)Nc1nnc(C)s1	-10%	23%	-1%	11%	-2%	13%	i	-6	-4%
C=CCN1C(=O)CN=C1Nc1ccc(OC)cc1OC	48%[activator]	47%[activator]	3%	-19%	?	?	-4%	-3	-2%
COCCN1Cc2cccc(C(=O)Nc3ccc4c(c3)OCCO4)c2C1=O	-2%	49%[activator]	-6%	-10%	-4%	-9%	-8%	-4	-10%
COc1ccc(CCNC2=NCCS2)cc1	-2%	44%[activator]	-6%	11%	-2%	?	-6%	4	-7%
COc1ccc2cc(C(=O)N/N=C/c3cc(OC)c(OC)c(OC)c3)[nH]c2c1	1%	-8%	-1%	-35%	-24%	-3%	-2%	-8	8%
SMILES	GLS inhibitor	HP1b binding inh	Pin1 inh	JMJD2A Tudor inh	BAZ2B block	G9a inh	PGK inhibitor	PI4K2A inh	ERG Ets-DNA blk
CCCC(=O)C1=C(O)C(C(=O)OC)C(C)(C)CC1=NC(C)(C)C (centres undefined)	-1%	24%	4%	2%	13%	3%[12.7 µM]	-5%	6	-3%
Cc1cc(C)nc(CCNC(=O)CC2C(=O)NCCN2Cc2ccc(F)cc2Cl)n1 (centres undefined)	3%	16%	?	-7%	-5%	45µM*	2%	0	-5%
Oc1ccc(Cl)cc1C1=NNC(c2cc(Br)cc3c2OCOC3)C1 (centres undefined)	26%	33%	32%[activator]	-31%	-31%	-41%	-2%	10	-1%
Cc1cccc(-n2c(Cc3cc(=O)[nH]c(=O)[nH]3)nnc2SCC(=O)Nc2cccc(C(F)(F)F)c2)c1	8%	22%	-1%	-11%	3%	15%	.	-4	3%
O=C(CCNC(=O)Cn1ccc2ccccc2c1=O)NCCN1CCN(c2cccc(Cl)c2)CC1	12%	21%	1%	-10%	-1%	-9%[59 µM]	-8%	-2	1%
O=[N+]([O-])c1ccc(COc2ncnc3ccccc23)cc1	-6%	3%	10%	-5%	.	-1%	-4%	-2	0%
COc1ccc(-n2c(=S)[nH]c3cc(C(=O)NCc4ccco4)ccc3c2=O)cc1OC	-16%&-1%	40%&35%[activator]	-2%&14%	-12%[11.4 µM]	-3%&-10%	10%[12.7 µM]	-2%&0%	1&-8	-11%&5%
CC(=O)N1CCc2c(sc(NC(=O)CCS(=O)(=O)c3ccc(C)cc3)c2C(N)=O)C1	5%	31%	-3%	0%	9%	?	-4%	-25	-7%
COc1ccccc1N(C(=O)c1snc(C(N)=O)c1N)C(C(=O)NC1CCCC1)c1ccco1 (centres undefined)	7%	26%	-3%	-29%	-5%	-12%	-8%	3	2%
Cn1c(NC(=O)C(C)(C)Oc2ccc(Cl)cc2)cc(=O)n(C)c1=O	9%	42%[activator]	-2%	-19%	-4%	-6%	-6%	-1	-2%
CC(C)Oc1ccc(C(=O)Nc2ccc(NC(=O)c3ccco3)c(Cl)c2)cc1	1%	27%	-2%	-8%	-7%	15%[0.0925 µM]	i	5	-6%
COc1ccc(C)cc1NC(=O)NC(C)c1ccc2c(c1)OCO2 (centres undefined)	-6%	36%	-1%	-33%	-18%	29%	i	-2	5%
C=CCNC(=S)NNC(=O)c1cccc2ccccc12	2%	40%[activator]	-11%	-11%	2%	8%[0.0925 µM]	2%	0	-2%
CC(=O)N1CCN(CC(c2ccccc2)c2ccccc2)CC1	1%	25%	-1%	-9%	-24%	-30%	8%	-3	-4%
CCN(C(=O)c1cn(-c2ccc(OC)cc2)c(=O)c2ccccc12)c1cccc(Cl)c1	-4%	42%[activator]	9%	-18%	3%	1%[59 µM]	-4%	4	3%
O=C(CSC(=S)N1CCOCC1)N1N=CCC1c1ccccc1 (centres undefined)	-1%	57%[activator]	-1%	-1%	11%	13%[59 µM]	-6%	7	10%
CC(C)CCNc1ncnc2c1nnn2Cc1ccccc1Cl	2%	32%	10%	-7%	16%	7%	1%	1	3%
C=C(C)COc1ccc(-c2nc(N)ncc2Oc2ccccc2OC)c(O)c1	4%	-18%	?	-32%	-1%	9%[59 µM]	-8%	0	-1%
CCOC(=O)/C(C#N)=C/c1cccc([N+](=O)[O-])c1	-7%	15%	3%	-20%	-19%	6%	-5%	6	-4%
Cc1ccccc1-n1c(SCC(=O)Nc2ccccc2Cl)nc2n[nH]c(C)c2c1=N	3%	57%[activator]	9%	-20%	-37%	1%[59 µM]	8%	1	2%
CCOC(=O)CNS(=O)(=O)c1ccc2c3c(cccc13)C(=O)N2CC	-10%	-22%	-13%	-4%	.	-1%	2%	-1	2%
COc1ccc(-n2c(=O)c(CCC(=O)N3CCN(c4ccccc4O)CC3)nc3ccccc32)cc1	2%	-12%	0%	-32%	-31%	1%[12.7 µM]	-8%	-7	16%
COC(=O)c1ccc(C(=S)NCC2(N(C)C)CCCCC2)cc1	-3%	-4%	-3%	-31%	-24%	?	i	3	13%
CC(c1ccccc1)N(C)C(=O)CN1CCN(S(=O)(=O)c2ccc3c(c2)OCCCO3)CC1 (centres undefined)	-1%	18%	0%	-8%	11%	14%[12.7 µM]	4%	-4	9%
CC(C)(Oc1ccc(CCNC(=O)c2ccc(-c3ccc(Cl)cc3)o2)cc1)C(=O)O	-11%	25%	2%	-5%[11.4 µM]	?	-6%[59 µM]	6%	1	8%

Bioassay records as filed in PubChem.
